# NR5A2 inv ag: NR5A2 inverse agonism in reporter assay. actives 0.13% (n = 360,000). HEK293T StAR-luciferase reporter, LRH-1 transfected, 24 h. O00482. inhibition, % at 3.6 µM;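 active = inhibition above the mean inhibition of all tested compounds plus 3 SD, cut at about 73% in these data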;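 also: 0% = DMSO wells and 100% = reporter-only cells lacking LRH-1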
# Target sequence (O00482 whole entry, looked up): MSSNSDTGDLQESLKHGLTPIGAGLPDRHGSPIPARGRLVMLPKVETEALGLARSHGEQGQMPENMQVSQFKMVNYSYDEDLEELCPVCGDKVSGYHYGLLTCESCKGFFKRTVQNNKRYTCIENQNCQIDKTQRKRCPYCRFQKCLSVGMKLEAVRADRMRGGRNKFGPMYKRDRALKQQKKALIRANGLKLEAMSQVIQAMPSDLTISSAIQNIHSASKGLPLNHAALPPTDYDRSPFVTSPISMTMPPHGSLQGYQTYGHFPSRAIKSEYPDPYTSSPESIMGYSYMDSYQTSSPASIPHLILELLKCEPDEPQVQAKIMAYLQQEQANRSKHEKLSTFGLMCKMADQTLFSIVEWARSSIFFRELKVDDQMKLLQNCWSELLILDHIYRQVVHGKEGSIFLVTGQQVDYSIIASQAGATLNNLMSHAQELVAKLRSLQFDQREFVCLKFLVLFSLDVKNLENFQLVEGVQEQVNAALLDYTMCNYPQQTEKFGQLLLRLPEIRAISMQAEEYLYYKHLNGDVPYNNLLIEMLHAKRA
# NCOA3 inh: inhibitors of human steroid receptor coactivator 3 (SRC3) | inhibition, % at 3.6 µM | HEK293 GAL4-SRC3 luciferase reporter, luminescence | Q9Y6Q9 | actives 0.17% (n = 360,000);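 active = inhibition above a per-campaign cutoff, the mean of all compounds plus 3 SD, cut at about 60% in these data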;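 also: 0% = DMSO-treated cells and 100% = gossypol-treated cells at 36 µM; higher means less SRC3-driven luciferase light from the GAL4 reporter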
# KKLEB tox: reduces viability of KKLEB cystic fibrosis airway cells. KKLEB CF airway cells viability, ATPlite luminescence, overnight; hits give low values; cells stimulated with P. aeruginosa culture filtrate. activity change (cytotoxicity), % at 5 µM. actives 0.36% (n = 360,000). AID 602141;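 active = corrected activity change at or below -50% at 5 µM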
# Shn3 inh set2: Schnurri-3 reporter inhibition in Clone20 osteoblasts | Clone20 osteoblast Shn3 3'UTR firefly luciferase, 24 h | actives 0.52% (n = 360,000) | inhibition, % at 12.5 µM | AID 588674;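 active = mean inhibition of at least 75% with every replicate also reaching 75%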;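 also: 0% = median of neutral control wells and 100% = pilot-screen positive control compound; some compounds past the cut are filed as inactive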
# TRAIL sens C8: sensitizes caspase-8 expressing cells to TRAIL. NB7+C8 cells + TRAIL, ATPlite viability luminescence. inhibition (viability loss, TRAIL sensitization), % at 10 µM. actives 1% (n = 360,000). AID 624354;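 active = compounds causing at least 50% loss of cell viability in the single-dose screen, relative to plate controls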
# NR2F2 inh: NR2F2 (human) inhibition, primary screen. P24468. HEK293T NGFI-A luciferase reporter, luminescence. inhibition, % at 8.6 µM. actives 0.7% (n = 370,000). AID 686940;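 active = inhibition above a per-plate cutoff, mean inhibition of test wells between control levels plus 3 SD, cut at about 38% in these data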;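 also: cells cotransfected with COUP-TFII expression vector driving the NGFI-A reporter; 0% = median of COUP-TF2 test wells and 100% = reporter-only cells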
# Target sequence (P24468 whole entry, looked up): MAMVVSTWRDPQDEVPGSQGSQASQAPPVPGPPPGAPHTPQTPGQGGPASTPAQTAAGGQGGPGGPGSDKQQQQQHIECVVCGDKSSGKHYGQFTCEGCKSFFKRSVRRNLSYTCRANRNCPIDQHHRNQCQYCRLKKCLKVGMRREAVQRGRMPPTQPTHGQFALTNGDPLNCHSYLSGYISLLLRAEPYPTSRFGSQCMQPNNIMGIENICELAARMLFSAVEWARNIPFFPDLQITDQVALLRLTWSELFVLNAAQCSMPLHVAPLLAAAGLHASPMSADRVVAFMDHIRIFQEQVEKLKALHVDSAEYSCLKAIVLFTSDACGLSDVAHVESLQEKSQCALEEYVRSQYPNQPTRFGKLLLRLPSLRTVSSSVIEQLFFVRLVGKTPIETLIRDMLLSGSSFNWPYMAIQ
# TWEAK Fn14 block: blocks TWEAK-Fn14 interaction in a reporter cell assay; AID 1159606; actives 2% (n = 360,000); TWEAK-stimulated Fn14 reporter cells, luciferase luminescence, 8 h; inhibition, % at 10 µM; in the data active = inhibition above about 50%
# LMP1 NFkB inh: Epstein-Barr LMP1 NF-kappaB reporter inhibition. LMP1-induced NF-kappaB luciferase reporter cells, luminescence. inhibition, % at 12.5 µM. AID 504558. actives 0.69% (n = 350,000); in the data active = inhibition above about 41%;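 also: 0% = neutral control wells and 100% = reference inhibitor control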
# TROY signal inh: TROY signaling inhibition | Q293 LMP1-TROYcd NF-kB luciferase reporter, 4 h | inhibition, % at 10 µM | actives 0.98% (n = 360,000) | AID 1347056;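 active = compounds whose plate-normalised and pattern-corrected inhibition of the luciferase reporter signal at the single screening dose is 50% or more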
# SRC1 inh: human NCOA1 inhibition; Q15788; inhibition, % at 3.6 µM; actives 0.12% (n = 360,000); HEK293 GAL4-SRC1 luciferase reporter, luminescence;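 active = inhibition above the campaign mean plus 3 SD, with each screening campaign given its own cutoff, cut at about 60% in these data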;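 also: 0% = DMSO treated cells and 100% = gossypol at 36 µM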
# CF NFkB inh: cystic fibrosis NF-kB activation inhibition. inhibition, % at 5 µM. KKLEB NF-kB-GFP reporter, PAF-induced, GFP fluorescence overnight. AID 588850. actives 0.86% (n = 360,000);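 active = at least 50% inhibition at 5 µM, scaled per plate between neutral and stimulator controls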;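 also: PAF is a Pseudomonas aeruginosa culture filtrate used as stimulus; plate controls were PAF-stimulated DMSO wells for no effect and unstimulated DMSO wells for full effect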
# Numbers without * were called inactive; · = not tested or not shown. Not all compounds are listed. The share of hits here may be higher or lower than overall.
Structure,NR5A2 inv ag,NCOA3 inh,KKLEB tox,Shn3 inh set2,TRAIL sens C8,NR2F2 inh,TWEAK Fn14 block,LMP1 NFkB inh,TROY signal inh,SRC1 inh,CF NFkB inh
COC(=O)c1ccc(-n2c(C)cc(C(=O)CSc3ccc(NC(C)=O)cc3)c2C)cc1,8,22,11,1,12,24,35,-13,40,-11,-19
CC1CCc2nc(NC(=O)c3ccc(N4C(=O)CCC4=O)cc3)sc2C1 (stereo not drawn),-6,-35,-10,-11,-8,-16,5,4,6,-12,27
COc1cccc(NC(=O)C2Cc3ccccc3CN2C(=O)c2ccco2)c1 (stereo not drawn),-74,-56,-1,-37,0,-41,-4,-19,-40,-58,6
CN(C(=O)c1ccc2c(c1)CCN2S(C)(=O)=O)c1ccccc1,-4,19,-1,16,-3,3,0,3,-31,-24,-8
COc1ccc(COC(=O)c2c(C)nn(-c3ccccc3)c2Cl)cc1,-50,-8,-5,-18,-4,-8,-48,7,-25,-29,30
NS(=O)(=O)c1cc(C(=O)Nc2ccc3c(c2)CCC3)ccc1Cl,-63,-92,1,-61,3,-49,-36,-36,-32,-81,1
CC1CN(C(=O)CCNC(=O)c2ccc(Br)cc2)CC(C)O1 (stereo not drawn),8,6,21,-13,-9,4,4,-17,-5,-14,19
CCOC(=O)c1ccc(CNS(=O)(=O)c2c(C)ccc3nsnc23)o1,-15,-4,3,-14,9,-6,-18,-7,-11,-6,-8
CC(C)C[C@H](NC(=O)c1nc[nH]c1C(=O)N[C@@H](CCCCNC(=O)OC(C)(C)C)C(=O)OC(C)(C)C)C(=O)OC(C)(C)C,21,22,4,2,51*,4,20,-1,2,-6,-15
CC(C)C[C@H](NC(=O)C1CC(=O)N(c2ccc3c(c2)OCO3)C1)C(=O)NCc1ccco1 (stereo partly drawn),-9,-5,8,6,-11,-27,2,-14,-12,-12,13

# The last 2 entries of the part before open the next one.
Structure,NR5A2 inv ag,NCOA3 inh,KKLEB tox,Shn3 inh set2,TRAIL sens C8,NR2F2 inh,TWEAK Fn14 block,LMP1 NFkB inh,TROY signal inh,SRC1 inh,CF NFkB inh
CC(C)C[C@H](NC(=O)c1nc[nH]c1C(=O)N[C@@H](CCCCNC(=O)OC(C)(C)C)C(=O)OC(C)(C)C)C(=O)OC(C)(C)C,21,22,4,2,51*,4,20,-1,2,-6,-15
CC(C)C[C@H](NC(=O)C1CC(=O)N(c2ccc3c(c2)OCO3)C1)C(=O)NCc1ccco1 (stereo partly drawn),-9,-5,8,6,-11,-27,2,-14,-12,-12,13
CC(=O)N1c2ccc(S(=O)(=O)N3CCC(C(=O)NCCc4ccc(Cl)cc4)CC3)cc2CC1C (stereo not drawn),11,26,0,79,10,-5,21,18,18,-6,-2
CC(=O)N1CCN(c2ccc(NCc3cccs3)cc2)CC1,7,-1,-4,8,-9,-5,-4,2,-1,-2,11
COc1cc(/C=C2\SC(=O)NC2=O)ccc1Oc1cnccn1,6,-7,-1,4,1,1,-9,-8,-15,-17,-10
Cc1nc(/C(N)=N/OC(=O)c2cccc(Cl)c2)c(C(F)(F)F)o1,-4,18,1,-13,-2,11,-7,-2,-32,-29,-5
CCN(CC)C(=O)c1c(-c2ccccc2)oc2ccc(OC)cc12,1,18,-1,-18,-4,14,11,4,8,2,-25
CCOC(=O)N1CCN(C(=O)c2ccc3c(=O)n(Cc4ccccc4OC)c(=S)[nH]c3c2)CC1,-2,9,-20,6,-9,-18,2,0,-8,3,-1
Cc1cc(S(=O)(=O)N2CCN(CC(=O)NCCc3cccs3)CC2)ccc1Br,-6,-2,9,1,-9,-3,13,-11,15,3,-18
Cn1c(COc2ccc([N+](=O)[O-])cc2)nnc1SCC(=O)NCC1CCCO1 (stereo not drawn),4,-29,5,-16,12,-1,-3,-23,-6,-14,3
C=CCn1c(-c2cc(OC)c(OC)c(OC)c2)n[nH]c1=S,-7,1,-8,-7,6,·,-20,0,5,3,5
COCCn1c(C)cc(C(=O)CN2C(=O)NC3(CCCCCC3)C2=O)c1C,-65,-69,1,-69,3,1,-3,0,-22,-148,3
COc1ccc(-c2oc3c(c2C(=O)OCCO)C(OCCO)CCC3)cc1 (stereo not drawn),-4,·,·,·,-3,2,0,·,-5,·,·
CN(C)CCN1C(=O)C(=O)/C(=C(/O)c2ccc(S(=O)(=O)N3CCOCC3)cc2)C1c1ccc(F)cc1 (stereo not drawn),2,-2,6,-2,-4,-5,9,-4,-4,-6,15
O=C(O)c1cccc(COc2ccc(CO)cc2Cl)c1,-157,-54,0,89*,67*,-6,71*,91*,-26,-88,-9
CN(C)S(=O)(=O)c1ccc2[nH]cc(/C=C/c3nc4ccccc4c(=O)n3-c3ccccc3)c2c1,11,0,-42,36,21,9,-19,-23,41,-4,45
Cc1ccc(C2C3=C(CC(C)(C)CC3=O)N(CCN3CCOCC3)C3=C2C(=O)CC(C)(C)C3)cc1,9,17,2,3,-8,-4,8,8,-17,5,-16
O=C(Nc1c2ccccc2nc2ccccc12)C(Cl)(Cl)Cl,20,36,8,-2,18,·,-75,-11,-46,26,-85
Cc1ccccc1NS(=O)(=O)c1ccc(C(=O)N2CCN(c3ccccn3)CC2)cc1,9,19,6,30,-5,16,8,8,8,9,10
CC(OCCN(C)C)C(=O)C12CC3CC(CC(C3)C1)C2 (stereo not drawn),2,3,0,10,-7,-3,-4,·,-2,-1,-5
CN1C(=O)C(/C(N)=N/NC(=O)c2ccccc2)C2CC1(C)Oc1ccccc12 (stereo not drawn),9,-4,2,3,3,-7,1,-1,5,5,7
CCc1ccc2c(c1)C(c1ccc([N+](=O)[O-])cc1)=NNC(c1ccc(F)cc1)=N2,-82,-35,-8,-19,0,-28,-4,-29,-42,-40,-3
CCC(=O)NNC(=O)CCC(=O)Nc1cccc(Cl)c1C,2,-21,-10,-20,-2,-2,18,7,3,-11,8
CN1CCN(CC#CCC(O)(c2ccccc2)c2ccccc2)CC1,2,0,-9,-9,-21,4,14,-1,1,-4,-3
CCc1[nH]nc(C(=O)N/N=C/c2ccncc2)c1C,-81,-60,4,-52,13,-35,10,-7,-26,-56,-8
CCOC(=O)C1CCCN(C(=O)COC(=O)c2ccc(C#N)cc2)C1 (stereo not drawn),27,1,8,11,-14,-11,10,5,-1,6,-15
CC(C)NC(=O)c1c(O)c2ccccc2[nH]c1=O,-11,-10,4,-25,5,7,-9,-8,-35,0,0
CC1Cn2c(Cc3ccccc3)nnc2S1 (stereo not drawn),11,-4,-4,7,-11,-2,22,·,9,9,0
Cc1ccc(C(=O)CSc2nc(N)cc(=O)[nH]2)cc1C,-14,-6,3,16,-17,20,-26,-14,-16,-11,-13
C/C=C/c1ccc(OCCCCN(C)Cc2ccccc2)c(OC)c1,6,-7,-10,-1,0,-19,-18,-31,-22,4,6
O=CNn1cnc2c(oc3nc(-c4ccccc4)cc(-c4ccco4)c32)c1=O,3,14,3,3,2,8,5,-5,15,-3,-98
Cc1ccc(CNC(=O)CN2NS(=O)(=O)c3ccccc3C2=O)cc1,-14,-1,15,-13,-1,1,-15,-2,-17,-14,-13
Cc1ccc(-c2cn(S(=O)(=O)c3cccc([N+](=O)[O-])c3)nc2N)cc1,9,7,4,18,6,16,12,-8,7,-13,20
COc1ccc(S(=O)(=O)/C(C#N)=C/Nc2cccc(F)c2)cc1,-11,5,4,13,11,-2,2,0,18,5,1
[O-]/[N+](=C\c1ccc(F)cc1)c1ccccc1,15,3,-3,-16,-3,5,-7,-5,-16,-3,5
CCCC(=O)n1nc(-c2cccnc2)nc1NCc1cccs1,-2,-3,6,9,6,-7,12,-5,-2,4,-10
CCOc1ccc(CCNC(=O)CCS(=O)(=O)c2ccc(Br)cc2)cc1OCC,-4,-5,-20,9,4,3,10,1,-14,-9,22
O=C(Nc1ccc(Cl)cc1)Nc1ccc2c(c1)OCO2,-125,-96,11,-64,20,-42,18,-28,-11,-96,6
CC1(C)NC(=O)N(CCOc2ccc([N+](=O)[O-])cc2)C1=O,11,-2,-8,-15,0,15,2,0,-11,-12,4
CCC(=O)c1ccc(N2CCN(C(=O)COc3ccccc3F)CC2)c(F)c1,2,2,9,21,1,4,-14,-3,35,0,-2
C/C(=C\C(=O)c1cccnc1)Nc1ccc(C)c(C)c1,8,-49,0,-30,20,-9,-35,-6,-13,-15,-1
Cc1ccsc1/C=N/n1c(COc2ccccc2)n[nH]c1=S,5,17,8,11,2,-3,-8,-7,5,-26,-8
CC(=O)c1c(C)[nH]c(C(=O)Nc2nc(-c3ccc(Cl)cc3)cs2)c1C,-15,-13,-20,-19,13,0,68*,23,58*,-20,12
Cc1ccc(CNCC2CCCO2)s1 (stereo not drawn),-15,-10,-3,-5,-3,-1,-12,-2,-9,11,5
CCOC(=O)c1sc(NC(=O)CSc2nnc(-c3ccc(OC)cc3)n2CCOC)nc1C,1,16,-1,-6,-14,-13,-7,0,3,1,5
O=C(/C=C/c1c(Cl)cccc1Cl)NCCc1ccccc1,-20,1,10,-59,-7,-22,-5,-15,-41,-23,-11
C[C@@H]1CN([C@@H](C)CO)C(=O)CCCn2nncc2CO[C@H]1CN(C)C(=O)Nc1cccc(Oc2ccccn2)c1,12,-6,18,0,-4,8,-7,-4,-2,-3,-51
CCc1ccc(NC(=O)CSc2nc3ccsc3c(=O)n2CCC(=O)O)cc1,-17,-4,-3,-21,4,7,-28,1,-11,-5,-5
c1ccc(-n2cc(CNCCc3cscn3)c(-c3ccc4c(c3)OCO4)n2)cc1,1,7,-14,-30,-1,-4,-22,-6,-25,-31,-2
COc1ccc(CNc2ccncc2)c(OC)c1OC,-1,-6,1,1,-8,-2,18,4,-8,-9,-1
O=[N+]([O-])c1cc(-c2ccc(/C=N/c3nc4ccccn4c3-c3ccco3)o2)ccc1Cl,-17,-2,-2,5,-2,-4,-4,-8,-16,-13,-7
O=C(CCc1nc2ccccc2c(=O)[nH]1)Nc1ccc(F)c([N+](=O)[O-])c1,3,19,-1,11,11,9,-2,0,4,5,7

# More records follow:
Structure,NR5A2 inv ag,NCOA3 inh,KKLEB tox,Shn3 inh set2,TRAIL sens C8,NR2F2 inh,TWEAK Fn14 block,LMP1 NFkB inh,TROY signal inh,SRC1 inh,CF NFkB inh
COc1ccc(-c2sc3ccccc3c2C#Cc2cncn2C)cc1,-1,4,0,3,23,5,-21,-8,-1,-1,17
CCOc1ccccc1NC(=O)COC(=O)CC(NC(N)=O)c1ccc(Cl)cc1 (stereo not drawn),16,9,6,-2,1,6,14,12,10,-1,5
Cc1cccc(Sc2c([N+](=O)[O-])ncn2C)c1,5,12,-8,-24,-6,15,1,-6,-3,-20,10
CCOc1cc(C(c2c(C)[nH][nH]c2=O)c2c(C)[nH][nH]c2=O)ccc1OS(=O)(=O)c1ccc(C)cc1,-1,-10,14,-25,6,12,-22,2,-13,-10,-2
O=C(NC(c1ccccc1)c1ccccc1)C1(c2cccs2)CCOCC1,13,12,-7,3,12,·,5,5,1,5,0
CCCN(CCO)CCCc1ccccc1,0,0,2,9,0,13,9,-2,·,-3,2
CN(CCNC(=O)C1CC(=O)N(c2ccc(F)c(Cl)c2)C1)Cc1ccccc1 (stereo not drawn),9,6,0,7,-13,-4,4,2,-1,9,6

# Screens as filed in PubChem BioAssay.
